TRPC6 inh = mouse TRPC6 channel inhibition; B-score at 10 µM; Q61143; HEK293-TRPC6, membrane potential dye, ACh-evoked depolarization; hits give low values; 1.1% of 310,000 active; AID 2553;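 active means B-score under library mean minus 3 SD, initial fluorescence not abnormally high, positive integrated signal ratio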;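 further: B-score derived from integrated fluorescence ratio over the kinetic read; more negative B-score means stronger inhibition of depolarization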
Target sequence (Q61143 whole entry, looked up): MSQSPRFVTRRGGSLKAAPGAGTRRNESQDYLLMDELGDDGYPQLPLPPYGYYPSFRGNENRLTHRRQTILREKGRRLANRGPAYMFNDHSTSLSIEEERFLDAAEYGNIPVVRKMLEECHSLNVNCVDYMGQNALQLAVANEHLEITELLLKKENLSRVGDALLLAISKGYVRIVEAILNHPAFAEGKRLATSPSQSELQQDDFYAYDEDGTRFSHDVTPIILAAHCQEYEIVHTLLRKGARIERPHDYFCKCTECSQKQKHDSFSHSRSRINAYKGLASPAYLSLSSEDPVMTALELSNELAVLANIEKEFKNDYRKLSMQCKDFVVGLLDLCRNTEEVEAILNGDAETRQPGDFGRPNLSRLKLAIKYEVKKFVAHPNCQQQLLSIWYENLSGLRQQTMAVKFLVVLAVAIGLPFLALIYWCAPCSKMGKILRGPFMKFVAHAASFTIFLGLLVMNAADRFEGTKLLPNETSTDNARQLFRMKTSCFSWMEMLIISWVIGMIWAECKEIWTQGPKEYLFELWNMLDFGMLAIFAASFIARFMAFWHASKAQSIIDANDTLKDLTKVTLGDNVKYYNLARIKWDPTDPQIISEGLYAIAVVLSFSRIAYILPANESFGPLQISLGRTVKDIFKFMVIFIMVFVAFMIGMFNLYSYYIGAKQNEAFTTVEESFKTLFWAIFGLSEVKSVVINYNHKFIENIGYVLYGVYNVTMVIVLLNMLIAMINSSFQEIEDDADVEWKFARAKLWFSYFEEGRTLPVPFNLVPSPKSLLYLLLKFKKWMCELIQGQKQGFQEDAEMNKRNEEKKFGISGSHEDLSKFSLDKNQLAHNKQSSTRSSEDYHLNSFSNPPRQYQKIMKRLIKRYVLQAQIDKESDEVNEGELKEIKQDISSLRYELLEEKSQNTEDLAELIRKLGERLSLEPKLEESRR
ANO1 block = mouse TMEM16A channel inhibition, primary screen | Q8BHY3 | HEK293 TMEM16A/YFP iodide influx fluorescence, ionomycin | normalized B-score (activity score, 25-100; higher = stronger inhibition) at 10 µM | 1.2% of 310,000 active | AID 588511;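 active means ratio plate-corrected score three or more library SD toward inhibition, starting fluorescence score within five deviations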;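 further: score derived from kinetic fluorescence span divided by baseline fluorescence per well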
SKKanGAS inh = SKKanGAS growth inhibition; S. pyogenes SKKanGAS, kanamycin growth, BacTiter-Glo, 6 h; AID 1662; inhibition, % at 7.5 µM; 1.3% of 300,000 active;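 active means mean replicate score, as percent of positive control median, at least 50; inconclusive means mean below 50 but one replicate at or above 50; inactive means mean and every replicate below 50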;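 further: strain carries kanamycin resistance gene driven by streptokinase promoter and grows in 40 µg/ml kanamycin; loss of luminescence reflects streptokinase promoter inhibition or plain growth inhibition; 0% = median of DMSO wells and 100% = positive control at its reference dose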
MrgX1 allo act = allosterically activates human MrgX1 receptor signaling | Q96LB2 | MrgX1-HEK293, Fluo-4 calcium flux, FDSS; hits give high values | B-score at 10 µM | 0.63% of 310,000 active | AID 588675;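 active means plate-corrected calcium response at least 3 library SD above typical, normal starting fluorescence, not activating the receptor alone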;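 further: compound read alongside a low EC10 to EC30 dose of BAM8-22 agonist; peak minus trough fluorescence over baseline measured at the second addition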
MrgX1 ag = agonists of human MrgX1 receptor; Q96LB2; MrgX1-HEK293 cells, Fluo-4 calcium fluorescence, agonist mode; hits give high values; B-score at 10 µM; 0.44% of 310,000 active; AID 588627;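 active means calcium response B-score plate-corrected fluorescence ratio at least 3 library SD, with starting fluorescence B-score inside 5 SD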
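Test system: HEK293 cells stably expressing human MrgX1 receptor; amount: 15,000 cells per well; doses: compound delivered in addition one of three; times: overnight plating before 1 h dye loading; detection: Fluo-4 NW calcium-flux fluorescence, kinetic read; read-out basis: B-scored fluorescence response ratio; controls: positive and negative controls per plate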
ANO1 activ = mouse TMEM16A channel activation, primary screen; Q8BHY3; 0.3% of 340,000 active; B-score at 10 µM; HEK293 TMEM16A/YFP-H148Q/I152L, iodide quench fluorescence; hits give low values;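 active means fluorescence-ratio B-score plate-corrected deviation score at least 3 library SD below zero, with starting fluorescence score within 5 deviations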;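 further: channel opened by trigger with iodide after compound preincubation; score built on the fluorescence ratio of max minus min over baseline; more negative score means more quench and so TMEM16A activation or potentiation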
RGS4 inh = inhibitors of human RGS4. 0.45% of 310,000 active. B-score at 10 µM. HEK293 M3R/RGS4 inducible, Fluo-4 calcium flux; hits give high values; triggered by carbachol at its EC20;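 active means B-score, a plate-corrected calcium signal, over three deviations above library mean, with baseline fluorescence within five deviations of library mean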;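 further: RGS4 expression induced by doxycycline in cells with stable M3 receptor; B-score is computed from the integrated fluorescence ratio over baseline after carbachol; higher B-score means a larger calcium signal and so more RGS4 inhibition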
MrgX1 antag = antagonists of human MrgX1 receptor | Q96LB2 | 1.3% of 310,000 active | MRGX1-HEK293 calcium flux, Fluo-4, BAM8-22 antagonism; hits give low values | B-score at 10 µM;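 active means calcium-response B-score plate-corrected more than 3 library SD below zero, starting fluorescence within 5 deviations, no agonist response on first addition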;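 further: peak minus trough fluorescence over baseline after final BAM8-22 challenge near maximal dose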
HDAC3 inhib = inhibitors of human histone deacetylase 3; inhibition, % at 8.3 µM; O15379; 0.15% of 320,000 active; recombinant HDAC3, fluorogenic peptide/trypsin coupled, fluorescence; in the data active means inhibition above about 26%, passing the limit was not always enough; inconclusive means no clear call, values can overlap the other calls
RGS4 pot = potentiators or activators of RGS4; HEK293 M3R/inducible RGS4, carbachol calcium flux Fluo4; hits give low values; B-score at 10 µM; 0.92% of 310,000 active; AID 463111;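 active means B-score of the integrated calcium signal more than 4 SD below the library mean, with starting fluorescence not abnormally high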;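 further: negative B-score means reduced calcium response which marks RGS4 activation or potentiation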
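Detection: kinetic calcium fluorescence imaging with Fluo4-AM dye, 2 µM / Material: HEK293 cells with stable M3R and inducible RGS4 / Schedule: recording 10 s baseline at 1 Hz, 100 s post-agonist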
TRPC6 activator = activators of mouse TRPC6 channel; HEK293-TRPC6 membrane potential dye fluorescence; hits give high values; B-score at 10 µM; 0.13% of 310,000 active;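 active means B-score of the integrated fluorescence ratio above library mean plus 3 SD, and starting fluorescence ratio within library mean plus 5 SD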;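 further: higher score means more depolarization so channel activation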
An asterisk follows results filed as active; i = inactive; u = inconclusive; x = not tested or not shown.

SMILES	TRPC6 inh	ANO1 block	SKKanGAS inh	MrgX1 allo act	MrgX1 ag	ANO1 activ	RGS4 inh	MrgX1 antag	HDAC3 inhib	RGS4 pot	TRPC6 activator
CN(C)c1nc(SCCOC(=O)COc2ccc(Cl)cc2Cl)nc(N(C)C)n1	i	i	-9	i	i	i	i	i	4	i	i
CCC(Sc1nc(C)cc(=O)[nH]1)C(=O)Nc1ccc(Cl)cn1 (stereo not drawn)	i	i	-1	i	i	i	i	i	5	i	i
Nc1nc2n(n1)C(=O)CC(c1ccc(Cl)cc1)N2 (stereo not drawn)	i	i	-5	i	i	i	i	i	-2	i	i
Cc1ccc(COc2ccccc2-c2cc(C(=O)N/N=C/c3cccnc3)[nH]n2)cc1	i	i	63*	i	i	i	i	i	8	i	i
CC(C)(C)n1nnnc1C(c1cccs1)N(Cc1cccnc1)Cc1ccccc1Cl (stereo not drawn)	i	i	15	i	i	i	i	i	u	i	i
O=C(NC1CCCc2ccccc21)c1ccc(Br)cc1 (stereo not drawn)	i	i	-8	i	i	i	i	i	5	i	i
CCOC(=O)C1CCN(Cc2ccc(F)c(F)c2)CC1	i	i	-10	i	i	i	i	i	-4	i	i
Cc1[nH]n(C2=NCCS2)c(=O)c1N=Nc1cccc(C(F)(F)F)c1	i	i	83*	i	i	i	i	i	-2	i	i
Cc1cc(NCCOCCO)n2c(nc3ccccc32)c1C#N	i	i	-3	i	i	i	i	i	-67	i	i
CCCCCC(/C=N/Nc1ccc(S(=O)(=O)N2CCOCC2)cc1[N+](=O)[O-])=C\c1ccccc1	i	i	5	i	i	i	i	i	0	i	i
CCOC(=O)N1CCC(NC(=O)c2cn(-c3ccc(OC)cc3)c(=O)c3ccccc23)CC1	i	i	-1	i	i	i	i	i	-2	i	i
C/C(=N\NC(=O)c1ccc(CN2CCOCC2)cc1)c1ccc(NC(=O)c2ccccc2)cc1	i	i	-10	i	i	i	i	i	-3	i	i
COc1ccc(CNC(=O)C(c2ccc(C)cc2)N(Cc2cccs2)C(=O)c2ccc3c(c2)OCCO3)cc1 (stereo not drawn)	i	i	2	i	i	i	i	i	-11	-7.5*	i
CN(C)CCOC(=O)c1ccc2[nH]c3c(c2c1)CSCC3	i	i	4	i	i	i	i	i	x	i	i
Cc1cc(NC(=O)CCC(=O)N(CC(=O)NC2CCCC2)c2ccc3c(c2)OCCO3)no1	i	i	-5	i	i	i	i	i	-4	i	i
CC(C)(C)OC(=O)NNC(=O)C12CC3CC(CC(C3)C1)C2	i	i	-1	i	i	i	i	i	-3	i	i
Cc1ccc2nc(-c3ccccn3)cc(C(=O)N3CCN(c4ncccn4)CC3)c2c1	i	i	x	i	i	i	i	i	-4	i	i
Cc1sc(-c2c(C#N)c(N)nc3c2CCCCCC3)cc1[N+](=O)[O-]	i	i	5	i	i	i	i	i	-5	i	i
O=C(NCc1ccccc1)c1ccc(CN(c2ccccn2)S(=O)(=O)c2ccccc2)cc1	i	i	-4	i	i	i	i	i	-8	i	i
O=C(Nc1ccc(NC(=O)c2cc([N+](=O)[O-])ccc2N2CCOCC2)cc1)c1cccs1	i	i	x	i	i	i	i	i	4	i	i
O=C(c1ccc(C(F)(F)F)cc1)N1CCN(S(=O)(=O)c2ccc3c(c2)OCCCO3)CC1	i	i	2	i	i	i	i	i	-5	i	i
O=S(=O)(Cc1ccccc1)N1CCN(C2Cc3ccccc3C2)CC1	i	i	-3	i	i	i	i	i	1	i	i
CCOc1ccc(/C=N/OCC(=O)NC(c2ccccc2)c2ccccc2)cc1	i	i	-6	i	i	i	i	i	7	i	i
CCn1ccnc1CN1CCc2c([nH]c3ccccc23)C1CC(C)C (stereo not drawn)	i	i	19	i	i	i	i	i	1	i	i
COCCn1c(=O)[nH]c2cc(C(=O)N3CCN(c4cccc(C(F)(F)F)c4)CC3)ccc2c1=O	i	i	-1	i	i	i	i	i	-1	i	i
Cc1ccccc1C1NC(c2ccccc2C)C([N+](=O)[O-])C(C)(C)C1[N+](=O)[O-] (stereo not drawn)	i	i	11	i	i	i	i	i	2	i	i
CC(=O)Nc1nc(C2COc3ccccc3O2)cs1 (stereo not drawn)	i	i	3	i	i	i	i	i	-1	i	i
Cc1cc(C)nc(SCc2csc(N)n2)n1	i	i	x	i	i	i	i	i	4	i	i
O=S1(=O)CCOC[C@H](Cc2ccccc2)N1Cc1ccc(F)cc1	i	i	1	i	i	i	i	i	4	i	i
CCC1(c2ccccc2)NC(=O)N(CC#N)C1=O (stereo not drawn)	i	i	3	i	i	i	i	i	-3	i	i
COc1ccc(OC)c(NC(=S)NCc2ccccc2OC)c1	i	i	11	i	i	i	i	i	6	i	i
CCN(CC)S(=O)(=O)c1cc(C)ccc1SC	i	i	-3	i	i	i	i	i	1	i	i
Cc1csc2nc(CSc3nc4ccccc4o3)cn12	x	i	x	i	i	i	x	i	1	x	x
Cc1oc2nc(SCCCC(=O)NCCO)nc(N)c2c1C	i	i	0	i	i	i	i	i	7	i	i
c1coc(Cn2c(SCc3nc4ccccc4[nH]3)nnc2-c2cnccn2)c1	i	i	10	i	i	i	i	i	1	i	i
CCOc1ccc(C(=O)NCC(=O)OCC(=O)N2CCCCC2)cc1	i	i	-1	i	i	i	i	i	5	i	i
CCCN(CCC)S(=O)(=O)c1ccc(C)cc1	i	i	-3	i	i	i	i	i	1	i	i
Cc1cc(CNC(=O)C2(C(F)(F)F)C/C(=C\Cc3ccccc3)CCCO2)nn1C (stereo not drawn)	i	i	3	i	i	i	i	i	-5	i	i
O=C(OCc1ccc([N+](=O)[O-])cc1)c1ccc(N2CCCC2)c([N+](=O)[O-])c1	i	i	-2	i	i	i	i	i	-5	i	i
COC1CCN(Cc2c(C(=O)N3CCc4ccccc4C3)nc3ccc(Cl)cn23)CC1	i	i	2	i	i	i	i	i	5	i	i
COc1cccc(NC(=O)CSc2ccc3nnc(CCNC(=O)c4ccccc4)n3n2)c1	i	i	-2	i	i	i	i	i	-13	i	i
C=CCSC1=C(C#N)C(c2cccc(OC)c2)CC(=O)N1 (stereo not drawn)	i	i	-2	i	i	i	i	i	1	i	i
COc1ccc(CCNC(=O)Cc2ccc3c(c2)OCO3)cc1OC	i	i	4	i	i	i	i	i	0	i	i
CSc1nc(N)nc(SCC(=O)c2ccc(C)cc2)c1C#N	i	i	11	i	i	i	i	i	-1	i	i
COc1ccc(N(CC(=O)N/N=C/c2ccc(N(C)C)cc2)S(=O)(=O)c2ccccc2)cc1	i	i	13	i	i	i	i	i	4	i	i
CCCCn1nnc(NC(=O)c2ccc(-c3ccccc3)cc2)n1	i	i	12	i	i	i	i	i	4	i	i
COc1ccc(NC(=O)NC(C)c2ccc3c(c2)OCO3)c(OC)c1 (stereo not drawn)	i	i	38	i	i	i	i	i	-3	i	i
CCn1c(SCC(=O)N2CCOCC2)nc2c([nH]c3ccccc32)c1=O	i	i	-1	i	i	i	i	i	-2	i	i
COc1ccc(N(C(=O)C2COc3ccccc3O2)C(C(=O)NC2CCCCC2)c2ccccc2)cc1OC (stereo not drawn)	i	i	3	i	i	i	i	i	2	i	i
C/C(=N\NC(=O)Cc1ccc(Cl)cc1)c1ccccn1	i	i	-9	i	i	i	i	i	-4	i	i
Cc1cc(/C=C(\C#N)C(=O)Nc2ccccc2)c(C)n1-c1ccc2c(c1)OCO2	i	i	19	i	i	i	i	i	-4	i	i
CC(C(=O)NCC1(c2ccccc2)CCOCC1)N1CCOCC1 (stereo not drawn)	i	i	1	i	i	i	i	i	2	i	i
O=C(N/N=C\C=C\c1ccc2c(c1)OCO2)c1cccnc1	i	i	x	i	i	i	i	i	4	i	i
NS(=O)(=O)c1ccc(NC(=O)C2(c3ccccc3)CCCC2)cc1	i	i	4	i	i	i	i	i	-1	i	i
O=C1CC(C(=O)NCc2ccccc2)N=C(N2CCCCC2)N1 (stereo not drawn)	i	i	-4	i	i	i	i	i	x	i	i
CN(C)C(=O)c1cc2cc([N+](=O)[O-])ccc2s1	i	i	-2	i	i	i	i	i	-3	i	i
CCCCOc1ccc2ccccc2c1C=O	i	i	9	i	i	i	i	i	2	i	i
COC(=O)c1c(-c2ccccc2)c[nH]c1C	i	i	9	i	i	i	i	i	4	i	i
CCN(CC)CCNC(=O)c1ccc(Sc2ccc(C)cc2)c(NC(C)=O)c1	i	i	9	i	i	i	i	i	12	i	i
CCNS(=O)(=O)c1ccc(CCC(=O)N2CCC(C)CC2)cc1	i	i	1	i	i	i	i	i	3	i	i

Going on with the list:
SMILES	TRPC6 inh	ANO1 block	SKKanGAS inh	MrgX1 allo act	MrgX1 ag	ANO1 activ	RGS4 inh	MrgX1 antag	HDAC3 inhib	RGS4 pot	TRPC6 activator
COc1cc(-c2nc3cnccn3c2Nc2ccc(C(C)C)cc2)ccc1O	i	i	3	i	i	i	i	i	6	i	i
O=C1c2ccccc2C(=O)N1CCn1nc(Cl)nc1Cl	i	i	4	i	i	i	i	i	-2	i	i
NC(=S)NN=C(c1ccccc1)c1ccccc1	i	i	-7	i	i	i	i	i	5	i	i
CC(C)n1c(N2CCN(C(=O)c3cccs3)CC2)nc2ccccc21	i	i	-5	i	i	i	i	i	-2	i	i
CC(=O)Nc1cccc(-c2nnc(SCc3ccccc3C#N)n2C)c1	i	i	-2	i	i	i	i	i	-8	i	i
CC(C)(C)OC(=O)NCCC(=O)N/N=C/c1ccc2nccnc2c1	i	i	-1	i	i	i	i	i	2	i	i
CCCOC(=O)c1ccc(NC(=O)C(=O)NCC2CCCO2)cc1 (stereo not drawn)	i	i	-2	i	i	i	i	i	2	i	i
Cc1ccc(C)c(N2CCN(S(=O)(=O)c3ccc4c(c3)oc(=O)n4C)CC2)c1	i	i	3	i	i	i	i	i	-10	i	i
COc1ccccc1C/C(N)=N/OC(=O)COc1cccc2ccccc12	i	i	-11	i	i	i	i	i	0	i	i
C=CCn1c(SCc2nc3sc4c(c3c(=O)[nH]2)CCCC4)nc2ccccc2c1=O	i	i	7	i	i	i	i	i	3	i	i
O=C(CC(Cc1ccccc1)C(=O)O)NCCc1ccc2c(c1)OCO2 (stereo not drawn)	i	i	2	i	i	i	i	i	1	i	i

High-throughput results deposited in PubChem BioAssay by several laboratories.
